Source: PubChem BioAssay
NOD2 RIPK2 PPI = blocks binding of human NOD2 to RIPK2; O43353; CHO BLA complementation NOD2-RIPK2, CCF4 ratio; inhibition, % at 4.98 µM; hit rate 0.38% among 360,000; AID 624267; in the data active = inhibition above about 21%;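 also: 0% = vehicle only and 100% = reference blocker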
Vif imaging = inhibitors of HIV Vif | AID 602346 | HEK293T cells, Vif self-association by quenched fluorescence, imaging, 24 h | hit rate 0.35% among 340,000 | inhibition, % at 7.49 µM; in the data active = inhibition above about 50%, passing the limit was not always enough; also: some results filed as inactive read as strong as hits
ABHD5 PLIN5 PPI = ABHD5-PLIN5 protein interaction inhibition; Q00G26+Q8WTS1; Split G. princeps luciferase complementation, luminescence, 4 h; inhibition, % at 4 µM; hit rate 0.78% among 360,000;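 active = inhibition above the mean inhibition across every tested compound plus 3 SD, cut at about 22% in these data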;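 also: 0% = DMSO only wells and the 100% control is not disclosed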
aDG glyco up = increases alpha dystroglycan glycosylation. hit rate 0.22% among 360,000. AID 624168. activation, % at 10 µM. Pro5-aDG cells, alpha-DG glycosylation AlphaScreen (IIH6); 0% Pro5, 100% B10-LARGE cell signal;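 active = activation of at least 8% versus controls, or a plate z-score of at least 8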;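 also: Pro5 are CHO cells carrying HIG-tagged alpha-DG that lacks glycosylation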
N-glyco inh = blocks N-linked glycosylation in D54 reporter cells; D54 ERlucT glycosylation luciferase reporter, 24 h; percent of 100 nM tunicamycin response; reporter increase, % at 12.5 µM; hit rate 0.23% among 360,000; AID 588692;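 active = mean luciferase reporter signal, scaled so untreated is 0 and the glycosylation-blocking control 100, at or above a set limit in every replicate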;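 also: luciferase carries N-glycosylation sites so blocking glycosylation raises the light; 0% = median of neutral control wells and 100% = median of 100 nM tunicamycin wells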
MC4R barr agon = activates human MC4R beta-arrestin recruitment. P32245. U2OS MC4R beta-arrestin complementation, luminescence; percent of melanotan II response, DMSO zero. activation, % at 8.9 µM. hit rate 0.98% among 360,000. AID 540308;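 active = activation above a per-plate cutoff, the mean activation of sample wells on that plate plus 3 SD, cut at about 8% in these data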
MC4R antag cAMP = human MC4R antagonism in cAMP assay | hit rate 0.48% among 360,000 | P32245 | MC4R-expressing cells, MTII-stimulated cAMP, LANCE TR-FRET | inhibition, % at 6.5 µM | AID 540295;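 active = inhibition above its plate's cutoff, the mean of tested wells on that plate plus 3 SD, cut at about 29% in these data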;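 also: 0% = Melanotan II alone and 100% = Melanotan II plus saturating MCL0020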
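Material: human MC4R-expressing U2OS cells. Probe or stimulus: Melanotan II challenge. Dosing: 6.5 µM single dose. Times: 30-min compound, 1-h challenge, 1-h detection, room temperature. Technique: TR-FRET with Eu-cAMP and labeled anti-cAMP, 671 nm. Replication: singlicate.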
ABCB6 inh MLPCN = blocks the human ABCB6 transporter | K562-ABCB6 porphyrin accumulation, flow cytometry, 1 h; hits give low values | AID 602162 | fluorescence ratio to DMSO, % at 10 µM | hit rate 0.19% among 360,000 | Q9NP58;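 active = fluorescence ratio to DMSO below 75%, the collection mean minus 3 SD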;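 also: signal is porphyrin accumulated inside mitochondria; 100% equals median channel fluorescence of DMSO control wells; lower ratio means ABCB6 inhibition with less porphyrin fluorescence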
TLR9-MyD88 inh = blocks human TLR9 binding to MyD88. Q9NR96+Q99836. CHO BLA complementation TLR9-MyD88, CCF4 FRET ratio. inhibition, % at 4.98 µM. hit rate 0.21% among 340,000. AID 504734;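 active = inhibition above the mean over all tested compounds plus 3 SD, cut at about 21% in these data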;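 also: 0% = DMSO only wells and 100% = clavulanate BLA inhibitor control wells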
Target sequence (Q99836 whole entry, looked up): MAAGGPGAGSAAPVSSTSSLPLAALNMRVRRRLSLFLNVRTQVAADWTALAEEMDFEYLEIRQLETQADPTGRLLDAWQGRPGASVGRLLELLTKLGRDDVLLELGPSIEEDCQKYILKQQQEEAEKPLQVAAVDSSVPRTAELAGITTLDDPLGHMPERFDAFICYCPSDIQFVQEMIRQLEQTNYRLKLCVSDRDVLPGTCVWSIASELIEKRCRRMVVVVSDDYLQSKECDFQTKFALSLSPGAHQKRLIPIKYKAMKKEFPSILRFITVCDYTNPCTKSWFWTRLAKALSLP
Target sequence (Q9NR96 whole entry, looked up): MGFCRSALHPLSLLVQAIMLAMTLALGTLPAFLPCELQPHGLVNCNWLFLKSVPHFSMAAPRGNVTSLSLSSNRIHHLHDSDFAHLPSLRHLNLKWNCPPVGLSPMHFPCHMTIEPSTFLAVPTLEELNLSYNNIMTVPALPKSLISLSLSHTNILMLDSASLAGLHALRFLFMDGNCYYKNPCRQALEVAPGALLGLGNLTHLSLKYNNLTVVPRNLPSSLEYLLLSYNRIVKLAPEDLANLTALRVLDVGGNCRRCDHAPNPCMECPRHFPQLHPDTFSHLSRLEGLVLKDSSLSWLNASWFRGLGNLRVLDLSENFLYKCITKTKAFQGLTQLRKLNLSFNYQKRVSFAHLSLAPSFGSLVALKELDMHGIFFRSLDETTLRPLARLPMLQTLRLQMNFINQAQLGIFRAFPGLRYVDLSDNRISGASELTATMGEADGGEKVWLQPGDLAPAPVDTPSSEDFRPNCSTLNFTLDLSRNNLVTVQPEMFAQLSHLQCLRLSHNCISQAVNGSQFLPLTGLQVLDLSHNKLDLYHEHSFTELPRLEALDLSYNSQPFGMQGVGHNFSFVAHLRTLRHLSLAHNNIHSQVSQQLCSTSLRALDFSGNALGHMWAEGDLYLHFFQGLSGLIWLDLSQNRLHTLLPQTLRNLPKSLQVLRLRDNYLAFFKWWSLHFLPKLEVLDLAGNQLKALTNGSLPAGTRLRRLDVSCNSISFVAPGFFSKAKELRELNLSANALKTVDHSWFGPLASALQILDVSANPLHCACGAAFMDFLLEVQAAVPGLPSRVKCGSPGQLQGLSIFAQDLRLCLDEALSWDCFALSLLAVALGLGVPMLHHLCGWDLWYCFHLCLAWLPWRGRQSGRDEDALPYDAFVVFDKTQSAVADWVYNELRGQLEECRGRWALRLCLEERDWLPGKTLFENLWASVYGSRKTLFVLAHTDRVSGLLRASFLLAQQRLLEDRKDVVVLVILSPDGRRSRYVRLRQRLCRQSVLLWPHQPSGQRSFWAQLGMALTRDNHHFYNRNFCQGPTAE
Granule exo inh = lytic granule exocytosis inhibition | TALL-104 LAMP-1 surface exposure, flow cytometry; cells stimulated with thapsigargin and PMA | inhibition, % at 10 µM | hit rate 0.66% among 360,000 | AID 651702;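 active = inhibition above about 55%, limit read from the data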
An asterisk follows results filed as active; . = not tested or not shown. Some of the compounds tested (hit frequency here may not be typical).

SMILES	NOD2 RIPK2 PPI	Vif imaging	ABHD5 PLIN5 PPI	aDG glyco up	N-glyco inh	MC4R barr agon	MC4R antag cAMP	ABCB6 inh MLPCN	TLR9-MyD88 inh	Granule exo inh
CCOC(=O)NC(NCC(O)c1ccccc1)(C(F)(F)F)C(F)(F)F (stereo not given)	-9	17	7	-0.2	0	0.2	0	101	7	1
COc1ccc(CCNC(=O)NS(=O)(=O)c2ccc(C)cc2)cc1OC	3	-3	-3	-0.1	-1	-1.8	-5	98	-8	-3
O=Cc1c(NCCN2CCOCC2)c2ccccc2[nH]c1=O	9	-3	6	0.0	1	0.0	9	102	-5	0
CN(CC(=O)Nc1ccc(N2CCOCC2)cc1)C(=O)CC(c1ccccc1)c1ccccc1	0	-6	-5	0.1	-2	-0.3	19	96	1	-1
CC(=O)NC(C)(c1ccccc1)c1nc(-c2cccc(F)c2)cs1 (stereo not given)	12	.	0	0.1	-3	-1.1	-2	101	.	-7
CN(CCc1ccccc1)C(=O)c1ccc(NC(=O)Cc2ccc(NC(=O)C3CCN(C(=O)C4CC4)CC3)cc2)cc1	-8	4	8	-0.2	5	-0.9	-9	104	12	-4
Cc1cc(C(=O)NCCC(C)C)c2ccccc2n1	1	-11	5	0.1	0	-3.9	1	94	2	4
Cc1ccc(S(=O)(=O)NCC(=O)OCC(=O)Nc2cccc(S(=O)(=O)N3CCOCC3)c2)cc1	-4	-3	2	-0.2	1	-0.2	21	106	-1	12
N/C(=N\OS(=O)(=O)c1ccc2ccccc2c1)c1cccnc1	3	1	-3	0.1	1	-1.6	14	103	-2	5
CC1(C)NC(=O)N(CC(=O)OCC(=O)NC(=O)c2ccccc2)C1=O	1	30	2	0.3	1	-0.9	3	101	-2	0
COc1ccccc1NS(=O)(=O)c1cccc(C(=O)N/N=C/c2ccc(OCC(=O)O)cc2)c1	0	-1	2	0.4	1	-1.8	1	99	2	-2
COc1cc2cc[n+](Cc3ccc([N+](=O)[O-])cc3)cc2cc1OC	-13	5	7	0.0	3	1.2	0	104	3	0
Cn1c(=O)c2cc(S(=O)(=O)NCCC(=O)NCC3CCCO3)ccc2n(C)c1=O (stereo not given)	2	0	7	0.1	2	-0.5	2	95	-1	-1
CCOC(=O)c1cc(-c2csc(N/N=C/c3ccccc3Cl)n2)on1	2	11	1	-0.1	4	22*	40*	100	4	22
CCOCCCNC(=O)Cc1cc(=O)[nH]c(=O)[nH]1	0	-8	4	0.0	2	1.5	15	98	-8	8
COc1ccc(OC)c(C(C(=O)NCc2ccco2)N(C(=O)Cn2nnc3ccccc32)C(C)C)c1 (stereo not given)	-3	-7	1	0.4	0	-0.9	-1	104	-4	-10
CC(C)CN(C(=O)c1ccco1)c1nc2ccccc2s1	-15	2	-8	0.2	-2	3.2	25	101	-4	1
Cc1ccc(NC(=O)CSc2nc3ccccc3c3nc(CCn4cncc4C)nn23)c(C)c1	-14	9	6	0.5	0	-0.8	15	97	3	-6
CNC(=S)/N=C(\Nc1ccc(C)cc1)c1ccccc1	-8	-2	4	-0.1	1	1.5	13	97	.	12
C#CC[N+](C)(C)CCN1C(=O)C2C(c3ccccc3)C=CC(c3ccccc3)C2C1=O (stereo not given)	5	2	2	0.0	0	-2.8	2	100	9	-2
Cc1cccc(NC(=O)NNC(=O)c2c(Cl)c(C)nn2C)c1	-2	-3	2	0.0	1	-2.7	5	93	0	-2
COc1ccccc1N1C(=O)c2ccc(C(=O)Nc3nccs3)cc2C1=O	-4	8	0	0.0	1	-1.6	0	101	.	-1
CCn1nnc(-c2ccc(N)cc2)n1	-6	-1	0	-0.3	3	-1.6	16	98	-13	-3
Cc1ccccc1CN(c1ccc(C(=O)NCc2ccccn2)cc1)S(C)(=O)=O	-2	2	0	0.0	0	-0.6	4	94	-9	3
O=C(O)CC(SCC(=O)Nc1ccccc1)C(=O)O (stereo not given)	-3	5	-2	-0.3	0	-2.4	23	102	10	2

(list continues)
SMILES	NOD2 RIPK2 PPI	Vif imaging	ABHD5 PLIN5 PPI	aDG glyco up	N-glyco inh	MC4R barr agon	MC4R antag cAMP	ABCB6 inh MLPCN	TLR9-MyD88 inh	Granule exo inh
CC(=O)Nc1cccc(-c2ccnc3c2CC(C(=O)Nc2ccccc2)O3)c1 (stereo not given)	-11	-7	-11	-0.1	-1	0.1	1	93	.	3
C=CCn1c(=N)n(CC(=O)OCC)c2ccccc21	-1	7	1	0.2	0	3.5	-2	104	-13	0
CC(C)(CNC(=O)c1cccc(S(=O)(=O)N2CCCCC2)c1)N1CCOCC1	-4	3	2	-0.4	1	-0.1	4	97	3	1
COCCn1c(-c2ccc(OC(F)(F)C(F)C(F)(F)F)cc2)nc2c1c(=O)[nH]c(=O)n2CC(C)C (stereo not given)	1	0	3	0.2	-3	0.9	15	99	-7	3
O=S(=O)(NOCc1ccc(Cl)cc1)c1ccc(Cl)cc1	-5	8	-4	0.0	0	3.3	-1	96	2	1
O=C(CN(Cc1ccccc1Cl)C(=O)CN1C(=O)CSc2ccccc21)NC1CC1	-10	5	-4	0.0	2	-1.7	0	100	11	-3
CCCCCCCCCCCCCCCC(=O)NCCc1c[nH]c2ccccc12	-2	-9	-2	0.0	-3	-0.3	-1	101	10	-2
CC(Oc1ccc2c(-c3ccccc3)cc(=O)oc2c1)C(=O)NCCCn1ccnc1 (stereo not given)	0	5	-3	-0.3	-1	-0.9	3	98	-9	0
Nc1cc(Cl)nc(N/N=C/c2ccc([N+](=O)[O-])cc2)n1	-3	-4	1	-0.1	-1	-2.3	-10	99	0	2
COc1ccc(OCC(=O)OCC(=O)NCc2ccco2)cc1	-6	.	0	-0.1	3	-1.6	7	194	3	9
CCOc1ccc(-n2cnnn2)cc1S(=O)(=O)N1CCC(C)CC1C (stereo not given)	-6	0	-2	-0.3	2	-2.2	12	100	-7	0
CCC(C(=O)NC(C)(C)C)N(C(=O)Cn1nnc(-c2ccccc2F)n1)c1cnc2ccccc2c1 (stereo not given)	3	3	1	-0.1	-2	-2.2	-2	101	-11	6
CCC(C(=O)NCc1cccnc1)n1nc(C)n2c(cc3occc32)c1=O (stereo not given)	-1	1	5	-0.1	2	-5.3	7	96	-12	-1
Oc1ccc(/C=C/c2ccc3cccc(O)c3n2)cc1Br	27*	-4	4	0.3	6	-0.5	23	105	27*	3
CCCCCCCCCCOC(=O)Cn1c(COc2ccc(C)cc2)[n+](C)c2ccccc21	1	-2	7	0.0	15	17*	3	85	1	80*
CN(C)CCn1c2c(c(SCC(=O)Nc3ccc4c(c3)OCCO4)nc1=O)CCCC2	-3	-3	-6	0.0	0	-0.8	-10	102	7	4
COCCNC(=O)/C(C#N)=C/c1c(N2CCN(c3ccc(OC)cc3)CC2)nc2c(C)cccn2c1=O	-16	-9	3	-0.2	3	-1.7	4	101	-8	-9
O=C(Nc1nc2ccccc2n1CCN1CCOCC1)c1ccc(COc2ccccc2Br)o1	-8	3	1	0.2	4	-0.4	11	98	5	70*
Cc1ccc(CSc2nnc(-c3cccs3)n2C)cc1	1	0	2	0.0	8	0.1	7	100	-10	1
O=C1CC(c2ccc(F)cc2)Cc2nc(N3CCN(c4ccccc4)CC3)ncc21 (stereo not given)	-8	-1	1	0.1	-1	-1.5	1	94	-5	1
C#CCOCCOCCOCCNc1nc(N2CCN(C(=O)[C@H]([C@@H](C)CC)n3cc([C@@H](N)Cc4ccc(O)cc4)nn3)CC2)nc(N2CCN(C(=O)[C@H]([C@@H](C)CC)n3cc([C@@H](N)Cc4ccc(O)cc4)nn3)CC2)n1	2	0	16	0.0	2	0.2	9	106	0	3
CC1(C)CCc2c([nH]c3ccccc3c2=O)O1	-7	1	-4	-0.1	0	-0.2	13	100	-20	-1
CN(CC(=O)Nc1cccc(F)c1)C(=O)C1CC(=O)N(Cc2ccco2)C1 (stereo not given)	-2	-5	-6	-0.2	-1	0.3	-4	102	-6	1
CC1NC(=O)c2cccnc2-n2c1nc1cc(F)c(F)cc1c2=O (stereo not given)	2	.	8	0.0	-2	0.8	4	102	2	-2
O=C(NCCN1CCOCC1)C1CCN(S(=O)(=O)N2CCCC2)CC1	10	11	5	0.1	2	-1.7	-5	101	2	0

Part of the list above in another layout.
Each structure is followed by: NOD2 RIPK2 PPI	Vif imaging	ABHD5 PLIN5 PPI	aDG glyco up	N-glyco inh	MC4R barr agon	MC4R antag cAMP	ABCB6 inh MLPCN	TLR9-MyD88 inh	Granule exo inh
O=C(CN(Cc1ccccc1Cl)C(=O)CN1C(=O)CSc2ccccc21)NC1CC1
→ -10	5	-4	0.0	2	-1.7	0	100	11	-3
CCCCCCCCCCCCCCCC(=O)NCCc1c[nH]c2ccccc12
→ -2	-9	-2	0.0	-3	-0.3	-1	101	10	-2
CC(Oc1ccc2c(-c3ccccc3)cc(=O)oc2c1)C(=O)NCCCn1ccnc1 (stereo not given)
→ 0	5	-3	-0.3	-1	-0.9	3	98	-9	0

Other structures follow.
SMILES	NOD2 RIPK2 PPI	Vif imaging	ABHD5 PLIN5 PPI	aDG glyco up	N-glyco inh	MC4R barr agon	MC4R antag cAMP	ABCB6 inh MLPCN	TLR9-MyD88 inh	Granule exo inh
CC(=O)N1C(=O)/C(=C2\SC(=S)N(NS(=O)(=O)c3ccc(C)cc3)C2=O)c2ccccc21	8	3	-10	-0.4	1	-3.2	7	106	6	-4
CSc1nc2cc3c(cc2n1C(=O)c1ccc(C)cc1)OCCO3	-3	.	3	-0.1	2	2.5	1	102	7	1
COc1ccc(OCC(=O)N(Cc2ccc(C)o2)C2CCS(=O)(=O)C2)cc1 (stereo not given)	-11	0	-2	0.1	1	-0.8	1	104	1	0
COCCN=C1Sc2nc3ccc(C)cc3cc2CN1Cc1cccs1	2	3	-13	-0.3	-1	1.1	10	102	-12	3
CCOC(=O)C1CCCN(S(=O)(=O)c2ccc3c4c(cccc24)C(=O)N3CC)C1 (stereo not given)	27*	-23	-9	1.2	7	-0.1	-4	86	6	-3
Cc1c(NC(=O)C2Cc3ccccc3CN2C(=O)c2ccco2)c(=O)n(-c2ccccc2)n1C (stereo not given)	0	.	3	0.1	2	0.4	11	116	1	1
CC(=O)Oc1ccc(-c2cccc(C(=O)NCCO)c2)cc1	3	1	1	-0.1	3	-1.1	10	97	4	4
COc1ccc(C(=O)N2CC3(CC(c4cccc(NC(=O)CC(c5ccccc5)c5ccccc5)c4)=NO3)C[C@H]2C(N)=O)cc1 (stereo not given in full)	5	-11	3	0.2	1	-0.9	15	98	-3	-2
Cc1ccc(OCCOCCn2cnc3ccccc3c2=O)c([N+](=O)[O-])c1	0	-10	3	0.0	4	-0.1	-5	88	-12	0
CCN(CC)CCN(Cc1cc2ccc(C)c(C)c2[nH]c1=O)C(=S)NCc1ccco1	4	6	12	0.2	-10	1.6	-8	100	4	-2
COc1ccc(Nc2nc3ccccc3nc2NS(=O)(=O)c2cccs2)c(OC)c1	-3	4	0	-0.2	-1	0.2	5	98	1	1

Printed as active in MC4R antag cAMP, among the entries above:
SMILES	NOD2 RIPK2 PPI	Vif imaging	ABHD5 PLIN5 PPI	aDG glyco up	N-glyco inh	MC4R barr agon	MC4R antag cAMP	ABCB6 inh MLPCN	TLR9-MyD88 inh	Granule exo inh
CCOC(=O)c1cc(-c2csc(N/N=C/c3ccccc3Cl)n2)on1	2	11	1	-0.1	4	22*	40*	100	4	22
